Bioassay records as filed in PubChem.
RGS4 inhibitor – Inhibitors of Regulator of G Protein Signaling (RGS) 4: qHTS; Regulator of G-protein signaling 4 (Homo sapiens), P49798; Transcreener GDP fluorescence polarization, RGS4-accelerated GTP hydrolysis; Potency, µM (series often up to 114 µM), inactives show at the top dose activity change, negative = inhibition, most hits filed as inhibitors; actives 0.039% (n = 390,000); AID 504845, 2011; also: potency is read from the fitted curve at half-maximal effect; % is scaled to controls: 0 for no effect and ±100 for the full control effect; nearly all actives have a fitted effect of over 75% in size; some results filed as inactive show a strong effect at the top dose
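MLSMR compounds (23 nl, pin-transferred) preincubated 10 min at room temperature with a 500nM (2x) first reagent, then RGS4 at 900nM (2x) plus Transcreener GDP mix added; fluorescence polarization (620/688 nm) read before and after 90 min at 30 °C.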
PI4K2A inh – qHTS for small molecular inhibitors of PI4K2A. Phosphatidylinositol 4-kinase type 2-alpha (Homo sapiens), Q9BTU6. purified PI4K2A, ADP-Glo luminescence, 1 h; hits give low values. activity change, negative = inhibition, % at 76.9 µM. actives 0.13% (n = 420,000); in the data active = activity change below about -50%; inconclusive = mostly about -30% to -49%;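 also: -100% = wells without enzyme as full effect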
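Compounds are screened against recombinant PI4K2A using PI as substrate and ATP, the latter dispensed at 300 microM. Reactions run one hour at ambient temperature before ADP-Glo detection; full inhibition defined by wells lacking enzyme.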
JMJD2A Tudor – qHTS Assay for Inhibitors of JMJD2A-Tudor Domain; AlphaScreen JMJD2A-Tudor / H3K4me3 peptide binding; Potency, µM (highest dose often 114 µM), inactives show at the highest dose activity change, negative = inhibition, most hits filed as inhibitors; actives 4.4% (n = 390,000); AID 504339, 2011; also: potency is read from the fitted curve at half-maximal effect; % is scaled to controls: 0 for no effect and ±100 for the full control effect; nearly all actives have a fitted effect of over 50% in size
Target sequence (O75164 whole entry, looked up, the tested form may be a part): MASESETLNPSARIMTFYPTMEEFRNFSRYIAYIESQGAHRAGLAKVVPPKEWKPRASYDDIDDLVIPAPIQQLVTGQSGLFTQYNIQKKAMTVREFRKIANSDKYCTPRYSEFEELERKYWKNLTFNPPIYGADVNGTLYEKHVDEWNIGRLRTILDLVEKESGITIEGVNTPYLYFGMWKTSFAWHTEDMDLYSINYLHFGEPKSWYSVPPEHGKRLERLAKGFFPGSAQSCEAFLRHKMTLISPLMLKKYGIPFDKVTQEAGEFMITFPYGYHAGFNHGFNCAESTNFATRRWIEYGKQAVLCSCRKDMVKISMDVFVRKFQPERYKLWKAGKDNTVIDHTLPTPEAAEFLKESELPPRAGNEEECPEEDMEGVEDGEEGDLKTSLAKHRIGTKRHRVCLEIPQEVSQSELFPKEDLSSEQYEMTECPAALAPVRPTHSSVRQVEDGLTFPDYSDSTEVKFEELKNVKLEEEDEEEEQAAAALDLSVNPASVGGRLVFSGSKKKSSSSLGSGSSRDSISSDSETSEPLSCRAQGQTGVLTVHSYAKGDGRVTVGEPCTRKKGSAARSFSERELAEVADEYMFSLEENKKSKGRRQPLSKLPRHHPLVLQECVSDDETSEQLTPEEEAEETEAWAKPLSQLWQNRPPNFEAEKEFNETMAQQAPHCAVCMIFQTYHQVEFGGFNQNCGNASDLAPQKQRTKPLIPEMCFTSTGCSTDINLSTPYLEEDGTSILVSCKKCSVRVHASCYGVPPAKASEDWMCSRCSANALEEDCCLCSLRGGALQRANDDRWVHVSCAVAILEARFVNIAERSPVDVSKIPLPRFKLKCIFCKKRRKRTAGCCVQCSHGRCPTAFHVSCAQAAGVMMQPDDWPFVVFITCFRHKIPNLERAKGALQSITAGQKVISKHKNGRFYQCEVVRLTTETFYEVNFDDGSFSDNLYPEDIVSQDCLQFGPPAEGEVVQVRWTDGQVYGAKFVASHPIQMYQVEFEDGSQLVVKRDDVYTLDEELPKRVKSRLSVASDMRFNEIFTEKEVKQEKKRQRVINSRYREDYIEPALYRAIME
12-LOX inh – Primary qHTS assay for inhibitors of human arachidonate 12S-lipoxygenase (ALOX12): Round 2. Polyunsaturated fatty acid lipoxygenase ALOX12 (Homo sapiens), P18054. purified 12hLO, xylenol orange hydroperoxide absorbance. Potency, µM (titrated, usually from 108 µM), without a hit: top-dose activity change, negative = inhibition, most hits filed as inhibitors. actives 1.1% (n = 580,000); also: potency is read from the fitted curve at half-maximal effect; % is scaled to controls: 0 for no effect and ±100 for the full control effect
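Hydroperoxide product was detected by ferrous iron/xylenol orange as the 573 to 405 nm absorbance ratio. Arachidonic acid at 40 uM (final) was turned over for 30 min at room temperature by 150 nM human 12hLO, pH 7.0 Hepes buffer, after 15 min compound preincubation.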
G9a inh – qHTS Assay for Inhibitors of Histone Lysine Methyltransferase G9a; Histone-lysine N-methyltransferase EHMT2 (Homo sapiens), Q96KQ7; G9a H3K9 monomethylation, AlphaScreen, 2 h; Potency, µM (doses to about 102 µM), for inactives: at the highest dose activity, negative = inhibition, hits mostly inhibitors; actives 8.8% (n = 350,000); AID 504332, 2011; also: potency is read from the fitted curve at half-maximal effect; % is scaled to controls: 0 for no effect and ±100 for the full control effect; nearly all actives have a fitted effect of over 75% in size
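Readings reflect AlphaScreen signal from monomethyl-H3K9 antibody detection. HMT at 20 nM; substrate b-H3K9 500 nM; cofactor SAM 20 uM; 2 h RT reaction; compounds tested as titrations in qHTS with 15 min preincubation.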
HP1b binding inh – HTS for Inhibitors of HP1-beta Chromodomain Interactions with Methylated Histone Tails; Potency, µM (titrated, usually from 114 µM), inactives show at the highest dose activity change, negative = inhibition, most hits filed as inhibitors; actives 0.56% (n = 390,000); AlphaScreen HP1-beta / biotin-H3K9me3 peptide binding; also: potency is read from the fitted curve at half-maximal effect; nearly all actives have a fitted effect of over 70% in size; inactives centre near 23
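HP1-beta protein (50 nM final) preincubated 30 min at room temperature with biotinylated H3(1-18)K9me3 peptide (50 nM) in PBS pH 7.4, 0.01% Tween-20, then compound added for 30 min. AlphaScreen streptavidin donor/nickel chelate acceptor beads (10 ug/mL final), 30 min dark, luminescence read.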
GLS inhibitor – qHTS for Inhibitors of Glutaminase (GLS). Glutaminase kidney isoform, mitochondrial (Homo sapiens), O94925. GLS enzymatic activity, qHTS titration. Potency, µM (doses to about 45.5 µM), for inactives: at the top dose activity change, negative = inhibition, most hits filed as inhibitors. actives 0.21% (n = 410,000); also: potency is read from the fitted curve at half-maximal effect; % is scaled to controls: 0 for no effect and ±100 for the full control effect
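Human kidney-isoform GLS in 45 mM KH2PO4 pH 8.2, 0.02% Tween-20, with compound, started with 1mM L-Glutamine (added stock). Glutamate oxidase/HRP/Amplex red coupled fluorescence read at start and after 30 min at RT.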
ERG-DNA inh – qHTS for Small Molecule Inhibitors of the ERG Ets/DNA interaction; AID 624246, 2012; Transcriptional regulator ERG (Homo sapiens), P11308; actives 0.028% (n = 370,000); fluorescence polarization, His-ERG Ets domain / labelled DNA; Potency, µM (titrated, usually from 76.9 µM), for the others: top-dose FP activity, negative = inhibition, most hits filed as inhibitors; active = well fitted inhibition curve with a large enough effect in the polarisation, with a control signal flat; inconclusive = small, poorly fitted or top-dose-only effect, or effect the other way, or a change in a side signal; inactive = no such curve, though single readings can be large or run the other way; the % refers to the polarisation;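 also: polarization taken with two DNA probes labelled with fluorescein and Texas red; potency is read from the fitted curve at half-maximal effect; % of control where 0% means no effect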
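His-tagged ERG Ets domain (1 uM in the protein solution; 300mM KCl, 50mM Tris-HCl, 1mM EDTA, 1mM DTT, pH 7.5) received compound, then a probe mix of 5 nM fluorescein-DNA and 100nM Texas-615-DNA. Fluorescence polarization was read for both dyes.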
BAZ2B block – qHTS Assay for Inhibitors of BAZ2B | Bromodomain adjacent to zinc finger domain protein 2B (Homo sapiens), Q9UIF8 | AlphaScreen BAZ2B-H3K14Ac peptide displacement | Potency, µM (doses to about 114 µM), inactives show top-dose activity change, negative = inhibition, actives largely listed as inhibitors | actives 4.4% (n = 360,000); also: potency is read from the fitted curve at half-maximal effect; % is scaled to controls: 0 for no effect and ±100 for the full control effect; nearly all actives have a fitted effect of over 60% in size
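BAZ2B (50 nM) with biotin-H3(5-23)K14Ac peptide (50 nM) in PBS pH 7.4, 0.01% Tween-20, preformed 30 min, then compound 30 min at room temperature; top concentration 110uM. AlphaScreen streptavidin donor/nickel chelate acceptor beads (10 ug/mL final), 20 min dark, signal read.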
* marks the source's active call; other numbers are inactive results; ? = inconclusive; nt = not tested or not shown; & = joins results of further samples; [ ] = another dose, or the depositor's remark. Unless noted, calls follow the shape of the dose curve; as a rule, active = well fitted curve in the direction sought with a large enough effect; inconclusive = small, poorly fitted or top-dose-only effect, or another doubt; inactive = no such curve, though single readings can be large; an effect the other way counts as inactive or inconclusive. This is a subset, so the mix of outcomes need not match the whole.

SMILES | RGS4 inhibitor | PI4K2A inh | JMJD2A Tudor | 12-LOX inh | G9a inh | HP1b binding inh | GLS inhibitor | ERG-DNA inh | BAZ2B block
CCCc1cc(C(N)=O)c(NC(=O)c2cc(C)on2)s1 | -17% | 2 | -20% | ? | ? | -3% | 5% | 0% | -2%
O=S(=O)(NCCc1csc(-c2ccc(C(F)(F)F)cc2)n1)c1ccc2c(c1)OCCO2 | -10% | -7 | -10% | 52%[activator] | 17%[59 µM] | 57%[activator] | -3% | 12% | -7%
C=CCN1CC(O)=C(c2nc3ccccc3[nH]2)C1=N | 6% | -1 | -1% | -1% | -25% | 49%[activator] | 0% | 1% | -11%
CC(C)(C)c1ccc(OCCNCc2ccccc2)cc1 | -13% | -24 | 2.2µM* | ? | 45µM* | ? | 2% | 13% | -8%
Cc1ccc(-c2csc(NC(=O)CSc3nc4ccccc4c(=O)n3CCCN(C)C)n2)cc1 | -29% | 0 | 45µM* | ? | 40µM* | ? | 6% | -1% | ?
CCOc1ccccc1CNC(=O)Cn1ccc2cc(S(=O)(=O)N3CCCCCC3)ccc21 | 11% | 5 | -25% | -27% | 4% | 30% | 0% | 15% | -12%
O=C(Nc1ccc2c(c1)OCCO2)c1ccc(Br)o1 | 3% | -3 | -24% | 0% | ? | 11% | 0% | -7% | ?
Cc1cccc(CCNC(=O)c2cc(S(=O)(=O)N3CCCC3)cn2C)c1 | 4% | -5 | -15% | 43%[activator] | nt | 15% | 3% | 15% | 3%
Cc1cccc(CCNC(=O)C2CCN(c3nc4ccccc4nc3C(F)(F)F)CC2)c1 | 19% | 3 | -30% | -22% | -5%[59 µM] | -9% | -19% | 2% | 6%
CC1=Nc2cc(C(=O)NCCCN3CCOCC3)ccc2Sc2c(C)ccc(C)c21 | 4% | -19 | -32% | -15% | 17% | 22% | 5% | -2% | -17%[57.1 µM]
O=C1c2ccccc2-c2c1cccc2C(=O)N1CCCCCC1 | -34% | -8 | -10% | -18% | -12% | 31% | 1% | -4% | -18%
COc1ccc(CCN=C(N)NS(=O)(=O)c2ccc(C)c(C)c2)cc1OC | -12% | 6 | -21% | -12% | nt | 22% | -2% | -5% | -3%
CCN1CCN(C(c2cc3cc4c(cc3[nH]c2=O)OCO4)c2nnnn2C(C)(C)CC)CC1 (stereo not drawn) | 6% | -6 | -21% | ? | -37%[59 µM] | 10% | 1% | -8% | -3%
CCCC(=O)Nc1ccc(NC(=S)NC(=O)c2cccs2)cc1 | -8%[11.4 µM] | 1 | -12% | ? | 32µM* | 39% | 16% | 9% | ?
NC(=O)c1cc(S(=O)(=O)N2CC=C(c3ccccc3)CC2)cs1 | -29%[56.9 µM] | 4 | 0% | -3% | ? | 70%[activator] | -12% | -17% | 0%
COc1ccc(CCNC(=O)CCC(=O)N2CCOc3ccc(Cl)cc32)cc1OC | 6% | 10 | -16% | 6% | 7% | 21% | -5% | 10% | -30%
Cc1ccc(-n2c(Cn3nc(C(F)(F)F)cc3C)n[nH]c2=S)cc1 | -7% | -2 | 56µM* | ? | ? | 3% | 2% | -20% | -25%
COc1ccc(C(=O)CSc2nnc(-c3cccnc3)n2Cc2ccco2)cc1 | 3% | -1 | -7% | ? | 50µM* | 48%[activator] | 13% | -10% | -5%
COC(=O)[C@]1(Cc2ccccc2)N[C@H](CN(C)C(=O)Nc2ccc(Cl)cc2)[C@@H]2C(=O)N(Cc3ccccc3)C(=O)[C@@H]21 | -12% | -3 | -18% | -7% | nt | 60%[activator] | -4% | 13% | nt
Cc1ccc(CC(=O)N(Cc2ccccc2)c2ccccn2)cc1 | -50% | -4 | 10% | -8% | -13% | 66%[activator] | 1% | 6% | -2%
Cc1ccc(NC(=S)NNC(=O)Nc2ccccc2)cc1 | -45% | 0 | -11%[11.4 µM] | ? | ? | 19% | ? | 2% | -31%
O=C(COC(=O)C1C2CC3OC(=O)C1C3C2)Nc1ccc(F)cc1 (stereo not drawn) | -17% | 0 | -8% | -15% | -6% | 53%[activator] | -6% | 8% | -15%
Nc1cc(C(=O)OCC(=O)Nc2ccc(N3CCOCC3)cc2)ccc1Cl | -7% | -2 | -26% | 311%[activator] | ? | 10% | 20% | -1% | -1%
COc1cc(OC)cc(C(=O)Nn2cc(C(=O)Nc3ccccc3F)c3ccccc3c2=O)c1 | 9% | -4 | -18% | -11% | -14% | 10% | 5% | 0% | -34%
C[C@]12CCC(O)CC1CCC1C2CC[C@]2(C)C(c3cc(C(F)(F)F)n[nH]3)CCC12 (stereo partly drawn) | -7% | -4 | -18% | -1% | 26%[0.501 µM] | 21% | -9% | 8% | -7%
CCc1ccccc1NC(=O)C(=O)NCCc1sc(-c2cccc(F)c2)nc1C | -3% | 3 | -16% | -32% | -2%[59 µM] | 9%[57 µM] | 1% | -2% | -5%
CCOC(=O)Cc1nn(CC)c(=O)c2ccccc12 | 7% | -3 | -17% | 13% | 6% | 38% | 0% | 1% | 0%
Cc1ccccc1OCC(=O)Nc1ccc(OCc2cc(=O)n3ccccc3n2)cc1 | -29% | 5 | -18% | -5% | -13%[59 µM] | 25%[57 µM] | 1% | 2% | 2%
CCCNC(=O)C(Cc1cccc(Cl)c1)NC(=O)c1ccc(C#N)cc1 (stereo not drawn) | 19% | 0 | -14% | 3% | 7%[0.501 µM] | 23% | 2% | 9% | 12%
COc1cc(/C=N/NC(N)=O)c(Br)cc1OCC(=O)Nc1ccccc1C | 13% | 1 | 3% | 2% | 1%[0.0925 µM] | 6% | -2% | -2% | 9%
COc1ccc(-c2[nH]n(-c3ccc([N+](=O)[O-])cc3)c(=O)c2C=NCc2ccncc2)cc1 | ? | -24 | -30% | -25% | 2%[59 µM] | 4% | 2% | -1% | 49%[activator]
CCOC(=O)c1nn(-c2ccccc2C)c2nc(-c3ccc(C)cc3)c(C#N)c(=O)n12 | 15% | 0 | -11% | 11% | 9%[59 µM] | 4% | 3% | -11% | 6%
Cc1ccc(/C=C/S(=O)(=O)NCC(=O)OCC(=O)NCc2ccccc2)cc1 | -14% | -5 | -12% | 0% | 13% | 17% | 10% | 25% | -13%
Cc1ccc(C2=NN(CC(=O)NCCC(C)C)C(=O)CC2)cc1 | 23%&26% | -4&-2 | -6%&-6% | 0%&-13% | 12% | 44%&8%[activator] | -1%&-11% | -7%&2% | 14%&-5%
N#Cc1c(Cc2cccc3ccccc23)nn(CCO)c1N | 4% | -4 | -25% | 3% | nt | 25% | 0% | nt | nt
COc1cc(NC(=O)OCc2ccccc2)c2ncccc2c1 | 21% | 0 | 138%[activator] | 10% | nt | 134%[activator] | 1% | -5% | nt
Cc1cccc(NC(=O)CSc2c(C)cnc3c2c(=O)n(C)c(=O)n3C)c1C | -3% | -3 | -9% | 0% | 10%[59 µM] | 43%[activator] | 3% | 1% | 1%
CCN(CC)CCN(C(=O)c1ccc2ccccc2c1)c1nc2cc3c(cc2s1)OCO3 | -17% | 3 | ? | 298%[activator] | 40µM* | 15% | -6% | -7% | ?
O=C1CCN(Cc2ccccc2)C=C1c1ccc(C(F)(F)F)cc1 | -3% | 1 | -33% | ? | nt | 7% | 1% | 45%[activator] | nt
CCO[C@H]1OC(C(=O)N2CCN(Cc3ccccc3)CC2)=C[C@@H](c2ccc(C(F)(F)F)cc2)[C@@H]1CCCO | 10% | 2 | -26% | -10% | -35%[59 µM] | -7% | -2% | 4% | -20%
CC1CCCN(C(=O)Cn2c3ccccc3c3nc4n(c(=O)c32)CCS4)C1 (stereo not drawn) | 8% | 5 | -12% | -1% | 17% | 3% | -10% | 3% | -12%
Cc1ccc(S(=O)(=O)N(C)CC(=O)Nc2ccncc2)cc1 | -2% | 4 | 3% | 2% | 20%[59 µM] | 39% | -11% | -4% | 9%
O=C1c2ccccc2-c2onc3ccc(N4CCCC4)c1c23 | ? | -17 | ? | ? | 10µM* | 20µM* | 0% | 18µM* | 14µM*
COC(=O)c1cc2occc2n1CC(=O)Nc1cc(OC)cc(OC)c1 | -33% | -3 | -13% | -12% | -23% | 28% | 0% | nt | 11%
CC(=O)Nc1ccc(C(=O)N/N=C/c2cccnc2)cc1 | 4%[11.4 µM] | -1 | 3% | -1% | 8%[59 µM] | 53%[activator] | 2% | 5% | 9%
